# Hsp90 block = tumor Hsp90 inhibitors, primary screen, cell lysate, fluorescence polarization, NCI-N417 lysate; 64,000 compounds, 0.35% hits; Heat shock protein HSP 90-alpha (Homo sapiens), P07900; AID 429, 2006; Cy3B-geldanamycin FP displacement; inhibition, % at 30 µM;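 active means inhibition above 50%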;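 further: 0% = tracer plus lysate wells and 100% = tracer alone without lysate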
# ROCK2 inh = inhibitors of human ROCK2 kinase, primary screen, biochemical, high-throughput, luminescence | 60,000 compounds, 0.35% hits | Rho-associated protein kinase 2 (Homo sapiens), O75116 | AID 604, 2007 | inhibition, % at 6 µM | purified ROCK2, Kinase-Glo ATP depletion luminescence;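 active means inhibition above the screen-wide mean inhibition plus 3 SD, cut at about 18% in these data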;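 further: plate controls were DMSO wells for no effect and Y-27632 control wells after no-enzyme background subtraction for full effect; many of its hits are not listed in these tables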
# PKA inh = inhibitors of human PKA kinase activity, primary screen, biochemical, ATP-depletion luminescence, Kemptide substrate; cAMP-dependent protein kinase catalytic subunit alpha (Homo sapiens), P17612; PKA Kemptide phosphorylation, Kinase-Glo ATP luminescence; inhibition, % at 6 µM; 65,000 compounds, 0.1% hits;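 active means inhibition above the screen-wide mean inhibition plus 3 SD, cut at about 21% in these data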; further: many of its hits are not listed in these tables
# Cdc25B inh = inhibitors of Cdc25B phosphatase catalytic domain, primary screen, biochemical, OMFP fluorescence; M-phase inducer phosphatase 2 (Homo sapiens), P30305; recombinant Cdc25B, OMFP fluorescence Ex485/Em525; inhibition, %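 (compounds tested at 10 µM final in the well)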; 65,000 compounds, 0.1% hits; AID 368, 2006; in the data active means inhibition above about 50%
# Abs 340nm = compound light absorbance at 340 nm, profiling panel, artefact control, biochemical, MLSMR library, data from PS, PMK, MK assays | compound absorbance at 340 nm, fold over control | fold change at 10 µM | 65,000 tested, under 10 active;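 active means at 10 µM dose, initial 340 nm absorbance at least 2 fold that of control wells; inactive means change under 2 fold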;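 further: initial absorbance extrapolated from kinetic A340 decline of NADH oxidation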
# HER2 expr 66K = inhibitors of Her2 protein expression, primary screen, SKBR-3 cells, AlphaScreen, 66K library; Receptor tyrosine-protein kinase erbB-2 (Homo sapiens), P04626; SKBR-3 HER2 protein level, 18-24 h; active compounds read low; HER2 level % of control, % at 10 µM; 65,000 compounds, 0.69% hits; AID 645, 2007;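 active means HER2 level under 5% of the carrier-only control; inconclusive means no clear call, values can overlap the other calls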;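 further: 100% = DMSO carrier and 0% = 500 nM PU-H71 HSP90 inhibitor; lower value means stronger loss of Her2 protein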
# Target sequence (P04626 whole entry, looked up): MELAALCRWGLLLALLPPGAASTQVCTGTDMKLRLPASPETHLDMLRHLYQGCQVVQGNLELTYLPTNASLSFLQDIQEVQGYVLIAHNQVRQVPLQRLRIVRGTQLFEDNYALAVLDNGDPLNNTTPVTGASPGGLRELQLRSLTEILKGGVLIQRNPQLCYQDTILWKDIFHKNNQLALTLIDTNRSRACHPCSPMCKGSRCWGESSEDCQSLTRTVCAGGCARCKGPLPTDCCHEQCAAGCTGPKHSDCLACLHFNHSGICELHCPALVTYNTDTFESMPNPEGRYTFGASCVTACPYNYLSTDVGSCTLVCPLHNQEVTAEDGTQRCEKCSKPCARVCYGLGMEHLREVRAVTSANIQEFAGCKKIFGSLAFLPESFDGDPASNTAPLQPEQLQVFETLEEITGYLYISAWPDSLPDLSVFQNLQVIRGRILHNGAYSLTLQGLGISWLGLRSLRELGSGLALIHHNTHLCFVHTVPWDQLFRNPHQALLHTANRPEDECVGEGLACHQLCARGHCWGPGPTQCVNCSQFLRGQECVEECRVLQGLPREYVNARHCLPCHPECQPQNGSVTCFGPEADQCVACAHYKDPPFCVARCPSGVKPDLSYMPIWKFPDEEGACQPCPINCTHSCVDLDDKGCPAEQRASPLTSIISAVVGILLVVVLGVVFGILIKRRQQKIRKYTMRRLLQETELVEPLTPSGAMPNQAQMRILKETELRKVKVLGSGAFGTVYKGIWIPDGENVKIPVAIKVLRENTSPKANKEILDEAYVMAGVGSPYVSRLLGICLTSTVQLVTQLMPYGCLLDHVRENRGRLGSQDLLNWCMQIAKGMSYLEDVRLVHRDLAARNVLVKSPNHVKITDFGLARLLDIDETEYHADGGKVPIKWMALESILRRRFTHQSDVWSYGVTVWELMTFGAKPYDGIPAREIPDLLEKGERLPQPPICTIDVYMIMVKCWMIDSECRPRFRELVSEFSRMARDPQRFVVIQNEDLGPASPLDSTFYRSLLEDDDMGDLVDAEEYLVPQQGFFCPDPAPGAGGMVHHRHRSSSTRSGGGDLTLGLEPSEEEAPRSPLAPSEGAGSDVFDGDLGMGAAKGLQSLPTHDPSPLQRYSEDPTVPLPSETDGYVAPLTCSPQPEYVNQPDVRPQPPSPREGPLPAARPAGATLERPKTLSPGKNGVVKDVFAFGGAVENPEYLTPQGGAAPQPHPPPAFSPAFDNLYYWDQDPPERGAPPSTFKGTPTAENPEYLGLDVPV
# Fluor 339 460 = intrinsic fluorescence of library compounds, ex339/em460 – biochemical, MLSMR library, data from DPM-DC assay, artefact control, profiling panel; compound autofluorescence, ex339/em460 nm, NADH buffer; active compounds read high; 1 = no-compound wells, NADH background; 65,000 compounds, 5.5% hits; AID 709, 2007; fluorescence fold increase at 10 µM;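 active means at 10 µM, mean starting fluorescence two-fold or more over control wells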;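 further: signal is the first read of a kinetic run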
# JNK3 blocker = JNK3 kinase activity inhibitors, primary screen, biochemical, human, purified enzyme | Mitogen-activated protein kinase 10 (Homo sapiens), P53779 | HTS | inhibition, % at 8 µM | 60,000 compounds, 0.61% hits; in the data active means inhibition above about 17%;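 further: 0% = DMSO and 100% = reference inhibitor; many of its hits are not listed in these tables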
# MKP-1 inh = MKP-1 phosphatase inhibitors, primary screen, biochemical, in vitro; recombinant MKP-1, OMFP hydrolysis fluorescence; 65,000 compounds, 0.15% hits; AID 374, 2006; inhibition, %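 (compounds tested at a single concentration somewhere between 10 and 100 µM)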;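 active means inhibition above about 50%, limit read from the data; inconclusive means inhibition over screen mean plus 3 SD, below that limit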;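 further: 0% = DMSO max control wells and 100% = wells with enzyme stopped by NaOH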
# * marks the source's active call; other numbers are inactive results; u = inconclusive; x = not tested or not shown.
SMILES,Hsp90 block,ROCK2 inh,PKA inh,Cdc25B inh,Abs 340nm,HER2 expr 66K,Fluor 339 460,JNK3 blocker,MKP-1 inh
Cc1cc(C)c(C#N)c(SCCS(=O)(=O)Cc2ccccc2)n1,-5,7,7,-1,1,102,1.1,2,12
O=C(CNC(=O)C12CC3CC(CC(C3)C1)C2)NC1=NCCS1,-2,6,9,-9,1.1,109,1.1,-3,-4
CC(C)(C)c1cc(CN2CCN(CCO)CC2)cc(C(C)(C)C)c1O,3,7,5,-5,1.1,93,1.1,2,4
C=CCNC(=O)CCNS(=O)(=O)c1ccc(Br)cc1,-3,7,11,0,1,105,1.1,-2,-1
CCOC(=O)CCn1c(CC(=O)OCC)nc2ccccc21,3,0,5,0,1,98,1.1,-8,-16
Cc1cc2ncn(CC(O)COC3CCCCC3)c2cc1C (stereo not drawn),-2,4,6,-10,1,95,1.1,1,9
COc1ccccc1CN1C(=O)CN(C2CCCC2)C(=O)C1c1ccc(F)cc1 (stereo not drawn),-4,x,-6,-10,1,86,1,x,6
CCOC(=O)c1c(NC(=O)c2noc3c2CCCC3)sc(C)c1C,-1,3,6,3,1,94,3.3*,-9,2
CC(=O)OC(C)(CCC(C)(OC(C)=O)C(C)=O)C(C)=O (stereo not drawn),-2,6,10,-19,1,108,1.1,-5,-1
CNC(=O)CN(c1cc(C)ccc1C)S(C)(=O)=O,-6,0,5,-13,1.1,97,1.1,0,8
CC1=C(C(=O)Nc2ccccc2)C(c2ccco2)C(C#N)=C(SCC(=O)OC(C)C)N1 (stereo not drawn),-7,5,4,0,1.1,88,1.2,-1,7
CC(C)(C)NC(=O)C1CCC(C)(C(=O)O)C1(C)C (stereo not drawn),0,0,1,-6,1,114,1.1,4,0
Cc1ccc(S(=O)(=O)NCc2cn3c(C)csc3n2)cc1,-6,7,1,-6,1,55,1.1,-3,5
O=C(NO)c1ccc(C(=O)N(C2CCCCC2)C2CCCCC2)cc1,0,5,7,-2,1,103,1.1,1,13
COc1cccc(-c2cc(N)nn2C(=O)Nc2ccc(Cl)cc2)c1,-2,4,2,-8,1,120,1.1,-6,3
CN1CCN(C2=C(Cl)C(=O)N(Cc3ccccc3)C2=O)CC1,1,-1,-3,-12,1,141,1.1,1,2
O=C(Nc1cccs1)Nc1ccccc1Cl,-2,0,8,-7,0.98,102,1.1,3,-12
O=C(NCCN1CCOCC1)c1ccc(CS(=O)(=O)Cc2ccccc2F)o1,0,x,6,-11,1,57,1,x,-6
O=C(OC1CCCCC1=O)c1cc(=O)c2ccccc2o1 (stereo not drawn),-2,4,9,2,1,111,1.1,-3,3
CN1CCN(c2ccccc2NC(=O)C(Cc2ccccc2)n2cccc2)CC1 (stereo not drawn),-3,1,-6,-13,1.1,92,1.1,7,-15
CC1(c2ccccn2)Nc2ccccc2-c2nc3ccccc3n21 (stereo not drawn),-10,3,9,-15,1.1,85,3.8*,0,8
COc1ccc(-n2c(Cc3cccn3C)nnc2SCC(=O)NCC2CCCO2)cc1 (stereo not drawn),-5,6,5,-9,0.98,117,1.2,3,-5
Cc1c(C(=O)N2CCN(C(=O)c3ccco3)CC2)sc2nc(-c3ccc(F)cc3)cn12,1,1,0,-1,1,74,1.1,-4,21
CCNc1ccc(C(=O)OCC)cc1NC(=O)c1cccc(N(C)C)c1,x,x,-2,-5,1.1,154,1.1,x,4
Cc1ccc(F)cc1NC(=O)C1CCCN(c2ncccn2)C1 (stereo not drawn),-1,-2,5,0,1,84,1.3,-11,15
CCCCC(=O)N(c1ccc(OCC)cc1)C1C=CS(=O)(=O)C1 (stereo not drawn),3,2,-3,-7,0.98,98,1.1,0,6
CN1C(=O)NC(NC(=O)c2ccco2)(C(F)(F)F)C1=O (stereo not drawn),2,-2,-10,9,1.1,87,1.1,-11,-23
CSc1nnc(Cc2ccc3c(c2)OCO3)o1,2,2,-2,-2,0.97,110,1,-4,-17
CCN(CC)c1ccc(NC(=O)c2ccccc2F)cc1,-3,-3,11,-3,1.1,76,1.1,-15,0
O=c1c2ccccc2c(C=NC2CCS(=O)(=O)C2)c(O)n1-c1ccccc1 (stereo not drawn),-4,1,-1,-9,1.1,88,1.1,1,-10
Cc1cccc(-c2noc(CN(C(=O)c3ccc4c(c3)OCO4)C(C)C)n2)c1,-2,3,6,-4,1,79,1.1,6,21
c1csc(Cc2nn3c(-c4n[nH]c5c4CCC5)nnc3s2)c1,-17,3,6,0,1,128,1.2,3,8
O=C(CSCCO)N1CCc2ccccc21,-9,1,0,1,1.1,78,1.1,-3,6
CCCCCCC(=O)N1CCC(c2nc3c(nnn3Cc3ccccc3Cl)c(=O)[nH]2)CC1,1,4,1,-5,1,47,1.1,-2,u
CC(=O)c1cccc(NC(=O)c2cc3nc(C)cc(C)n3n2)c1,-3,-11,-8,-7,1,x,2.5*,2,10
Cc1ccccc1Nc1nc(N)nc(CSc2nc3ccccc3c(=O)n2CCCO)n1,-1,3,7,-11,1,82,1.1,5,38
Cc1ccc(C)c(Nc2ncnc3nc[nH]c23)c1,-2,6,8,-1,1,82,1.1,2,-3
CCCc1nc2c3cnn(-c4cccc(Cl)c4)c3ncn2n1,-3,0,1,9,1,99,1.8,-9,-12
Cc1nc2ccc(C(=O)N3CCN(c4ccccn4)CC3)cc2s1,-7,3,7,-11,1.1,88,1.1,0,-13
Cc1cc(N2CCC(C)CC2)n2nc(C)c(-c3ccccc3)c2n1,2,8,13,5,1,227,2.4*,2,1

# Reformatted bar-delimited: six of the compounds above
SMILES | Hsp90 block | ROCK2 inh | PKA inh | Cdc25B inh | Abs 340nm | HER2 expr 66K | Fluor 339 460 | JNK3 blocker | MKP-1 inh
CNC(=O)CN(c1cc(C)ccc1C)S(C)(=O)=O | -6 | 0 | 5 | -13 | 1.1 | 97 | 1.1 | 0 | 8
CC1=C(C(=O)Nc2ccccc2)C(c2ccco2)C(C#N)=C(SCC(=O)OC(C)C)N1 (stereo not drawn) | -7 | 5 | 4 | 0 | 1.1 | 88 | 1.2 | -1 | 7
CC(C)(C)NC(=O)C1CCC(C)(C(=O)O)C1(C)C (stereo not drawn) | 0 | 0 | 1 | -6 | 1 | 114 | 1.1 | 4 | 0
Cc1ccc(S(=O)(=O)NCc2cn3c(C)csc3n2)cc1 | -6 | 7 | 1 | -6 | 1 | 55 | 1.1 | -3 | 5
O=C(NO)c1ccc(C(=O)N(C2CCCCC2)C2CCCCC2)cc1 | 0 | 5 | 7 | -2 | 1 | 103 | 1.1 | 1 | 13
COc1cccc(-c2cc(N)nn2C(=O)Nc2ccc(Cl)cc2)c1 | -2 | 4 | 2 | -8 | 1 | 120 | 1.1 | -6 | 3

# Other results follow.
SMILES,Hsp90 block,ROCK2 inh,PKA inh,Cdc25B inh,Abs 340nm,HER2 expr 66K,Fluor 339 460,JNK3 blocker,MKP-1 inh
Cc1ccc(OCCn2cc(/C(N)=N/O)c3ccccc32)cc1C,-1,0,-1,6,1.1,37,1,1,7
COC(=O)C(NC(=O)c1ccccc1)c1ccccc1 (stereo not drawn),1,5,9,-5,1,94,1.1,0,14
COC(=O)c1cc2sccc2n1CC(=O)Nc1cccc(SC)c1,-5,4,8,-10,0.98,67,1.1,6,10
COc1cc2c(cc1OC)C1=C(C#N)COCN1CC2,-4,2,1,-5,1.1,103,1.4,3,0
CC(C)(C)c1csc(NC(=O)Cn2cnc3ccccc3c2=O)n1,-6,5,1,0,1,40,1.1,-4,9
COc1ccc(OC)c(S(=O)(=O)N2CCC(C(=O)NCC3CCCO3)CC2)c1 (stereo not drawn),-2,1,-4,-2,0.98,60,1,0,3
CCOC(=O)c1nc2nc(C)c(Cl)c(=O)n2[nH]1,7,-7,3,23,1,119,1,-6,-24
CC(C)c1[nH]nc2c1C(Cc1ccccc1)C(C#N)=C(N)O2 (stereo not drawn),-5,2,3,-1,0.98,84,1.1,3,-30
Cc1nc2c(C(=O)N3CCCC3)c[nH]n2c(=O)c1Cc1ccc(F)cc1Cl,-6,4,3,-17,1,78,1.2,-5,7
CC(C)(C)S(=O)(=O)c1c(C(=O)O)cccc1C(=O)O,0,2,10,-2,0.98,93,1,-4,17
CC1=C(C#N)C(NC(=O)C2CC2)(C(F)(F)F)C(=O)N1 (stereo not drawn),2,1,0,-10,1,80,1.1,-4,-1
O=C1Nc2ccccc2C(O)(C(=O)NCc2ccco2)N1c1ccc(Cl)cc1 (stereo not drawn),x,x,2,-4,1,138,1.1,x,12
O=C(c1ccc2c(c1)N(Cc1ccccc1)C(=O)CS2)N1CCOCC1,4,x,-4,1,1,65,1.1,x,9
CCc1nc(SCC(=O)NCC2CCCO2)c2oc3ccccc3c2n1 (stereo not drawn),-4,0,0,2,1.1,80,1.1,-4,-1
CC1CCN(C(=O)c2cc(-c3ccc(Cl)c(Cl)c3)on2)CC1,1,6,4,-16,0.96,84,1,-3,12
CCOC(=O)c1c(C)[nH]c(C(=O)C(C)OC(=O)c2cccc(OCc3c(C)noc3C)c2)c1C (stereo not drawn),-1,4,4,-16,1,56,1.1,-3,26
COc1cccc(OCCCN2CCCCC2)c1,-5,7,7,-13,1.1,94,1.1,0,4
CC(c1ccccc1)n1c(-c2ccncc2)n[nH]c1=S (stereo not drawn),-2,2,-1,6,1.1,104,1.1,5,2
O=S(=O)(NCC1CCCO1)c1cc(Cl)ccc1Br (stereo not drawn),-3,4,6,4,1,123,1.1,1,-7
CCn1c(SCC(=O)N(Cc2ccccc2)C2CCS(=O)(=O)C2)nc2ccccc2c1=O (stereo not drawn),-2,2,6,-14,0.97,196,1,8,30
CC(=O)c1c(C)nc2cc(Cl)ccc2c1N,4,0,0,-2,1.1,128,1.2,6,10
Cc1cc(NC(=O)c2ccc3c(c2)C(=O)N(Cc2cccnc2)C3=O)no1,-1,-4,3,-4,0.99,44,1,-6,11
Cc1c(C#N)c2ncn(Cc3ccccc3)c(=O)c2n1-c1ccccc1,-2,-3,-4,0,1,72,1.1,2,6
Cc1ccc(C)c(-n2nnnc2SCC(=O)NCCC2=CCCCC2)c1,-4,0,9,-17,1,91,1,4,-1
O=C(NCc1ccccc1)C1CCCN(S(=O)(=O)c2cccnc2)C1 (stereo not drawn),-3,7,13,-1,1,100,1,3,-1
CCC(=O)Nc1cccc(Br)c1,-5,2,2,4,0.98,91,0.99,1,-7
O=C(CN1CCC(n2nnc3cc(F)ccc32)CC1)NC1CC1,-8,6,8,-17,0.98,123,1.1,4,-6
Cc1cc(N2CCN(C3CCCCC3)CC2)n2nc(C)nc2n1,-1,-3,-9,7,1.1,117,1,14,11
Cc1cc(S(=O)(=O)n2cnc3ccccc32)c(C)cc1Cl,-1,0,-2,-1,0.99,127,1,1,-10
Cc1nn(C)cc1CNC(=O)c1ccc(Br)o1,-6,-3,1,-25,1,104,1.1,13,-17
CC1CCCCC1n1c(=S)[nH]c2ccccc2c1=O (stereo not drawn),-2,x,6,-19,1,104,1.1,x,10
CCCS(=O)(=O)N1CCC(C(=O)NCc2cccnc2)CC1,-1,7,2,8,1,121,1.1,-2,3
COc1ccc(-n2ncc3c(=O)n(CC(=O)N4CCCc5ccccc54)cnc32)cc1,-3,-2,3,-14,1,81,1.2,0,10
CCOC(=O)c1cc(-c2ccc(Cl)s2)nc2c1c(C)nn2C,-5,12,12,-19,1,71,3.2*,5,5

# This is a subset (hit frequency here may not be typical).
